Rin1 Abl inh – human Rin1-Abl interaction inhibition. P00519+Q13671. inhibition, % at 7.35 µM. TR-FRET Rin1/Abl binding, biochemical. actives 0.4% (n = 360,000); in the data active means inhibition above about 5%, passing the limit was not always enough
SKN-1 inh – blocks SKN-1 activity in C. elegans; AID 624304; C. elegans VP596 Pgst-4::GFP/RFP ratio, acrylamide-induced, 24 h; inhibition, % at 21.8 µM; actives 0.49% (n = 360,000);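 active means interference check ratio from 0.5 to 1.5 plus GFP to RFP signal ratio inhibition reaching or exceeding a fixed threshold, cut at about 30% in these data, passing the limit was not always enough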; further: some compounds called inactive have numbers as strong as hits
CendR NRP1 mod – modulators of CendR peptide binding to human neuropilin-1. O14786. FAM-RPARPAR peptide binding to NRP-1, fluorescence polarization. inhibition, % at 25 µM. actives 0.85% (n = 360,000);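 active means inhibition or corrected inhibition above about 18%, plus a signal ratio from 0.5 to 1.5, limit read from the data, passing the limit was not always enough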; further: strong numbers were not always called active
eLon inh – inhibitors of E. coli Lon protease; purified E. coli Lon protease, fluorescence polarization; inhibition, % at 7.94 µM; actives 0.42% (n = 360,000); AID 602123; in the data active means inhibition above about 13%, passing the limit was not always enough;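 further: 0% = enzyme with probe and DMSO and 100% = no enzyme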
MsrA act – activators of bovine methionine sulfoxide reductase A | purified bovine MsrA, absorbance read-out | AID 602163 | actives 0.3% (n = 360,000) | activation, % at 10.6 µM; in the data active means activation above about 7.5%;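 further: 0% = vehicle and 100% = reference activator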
FAS TE block – FAS thioesterase (human) inhibition | recombinant FAS-TE, OMFH fluorogenic substrate, fluorescence endpoint | actives 0.67% (n = 360,000) | inhibition, % at 15 µM | P49327;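 active means compounds whose normalised, plate-corrected inhibition of enzyme fluorescence in the single-dose primary screen is 50% or more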;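 further: 0% = DMSO with enzyme and 100% = substrate without enzyme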
Neddylation inh – cullin neddylation inhibition | actives 0.58% (n = 360,000) | TR-FRET cullin neddylation, biochemical | calls only at 25 µM | P61081+Q13564 | AID 651699; in the data active means inhibition above about 36%
Target sequence (P61081 whole entry, looked up): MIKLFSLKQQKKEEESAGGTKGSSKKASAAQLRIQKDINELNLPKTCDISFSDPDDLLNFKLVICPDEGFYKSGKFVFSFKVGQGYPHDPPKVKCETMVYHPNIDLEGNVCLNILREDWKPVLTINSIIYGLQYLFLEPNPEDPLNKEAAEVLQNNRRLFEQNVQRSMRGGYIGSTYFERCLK
Target sequence (Q13564 whole entry, looked up): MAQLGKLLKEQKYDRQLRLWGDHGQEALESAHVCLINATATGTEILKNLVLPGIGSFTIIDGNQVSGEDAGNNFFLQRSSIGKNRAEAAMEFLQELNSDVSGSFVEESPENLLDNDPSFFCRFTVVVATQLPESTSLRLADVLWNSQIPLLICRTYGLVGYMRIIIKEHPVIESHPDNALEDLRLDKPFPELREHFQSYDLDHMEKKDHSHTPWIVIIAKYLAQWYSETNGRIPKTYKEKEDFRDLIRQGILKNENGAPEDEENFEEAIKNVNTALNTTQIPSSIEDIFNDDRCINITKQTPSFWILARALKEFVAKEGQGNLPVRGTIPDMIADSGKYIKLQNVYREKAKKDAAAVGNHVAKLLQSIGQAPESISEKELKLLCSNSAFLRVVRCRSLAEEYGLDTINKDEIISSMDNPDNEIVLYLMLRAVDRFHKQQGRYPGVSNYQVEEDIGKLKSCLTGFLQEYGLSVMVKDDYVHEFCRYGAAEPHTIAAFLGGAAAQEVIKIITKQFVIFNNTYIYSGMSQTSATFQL
MsrA inhibitor – inhibitors of bovine MsrA; actives 0.75% (n = 360,000); purified bovine MsrA, absorbance read-out; inhibition, % at 15.5 µM; in the data active means inhibition above about 4.5%;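 further: 0% = vehicle wells with enzyme and 100% = reference inhibitor wells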
MT1-MMP act inh – blocks activation of human MT1-MMP; HT1080 RFP-PRO-GFP cells, GFP/RFP ratio fluorescence, overnight; percent of plate control window, DMSO zero; GFP/RFP ratio change, % at 20 µM; actives 0.061% (n = 360,000); AID 651647;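 active means GFP/RFP ratio change of at least 30% with cell ATP level not reduced by more than half and red fluorescence within 50% of control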; further: strong numbers were not always called active
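system = RFP-PRO-GFP reporter HT1080 cells | dosing = 20 µM single dose, 1% DMSO | timing = overnight cell settling, then overnight compound exposure, 37 °C, 5% CO2 | read-out basis = GFP/RFP fluorescence ratio | controls = DMSO and RFP-L50D-GFP cell wells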
The depositor's hits bear a star; i = inactive; / = no result given; & = joins results of further samples.

SMILES	Rin1 Abl inh	SKN-1 inh	CendR NRP1 mod	eLon inh	MsrA act	FAS TE block	Neddylation inh	MsrA inhibitor	MT1-MMP act inh
CCOc1cc(C(=O)NC)cc(Br)c1OC	1	0	-6	3	-3	-2	i	0.0	-2
C=CCNC(=O)CN(Cc1ccccc1)S(=O)(=O)c1ccccc1	0	-12	12	5	-5	-4	i	-0.6	-2
COC(=O)c1ccc(Cl)c(NC(=O)CN(c2ccc(OC)cc2)S(=O)(=O)c2ccccc2)c1	0	-5	-10	-9	-2	28	i	2.1	-1
Brc1ccc2nc(-c3ccco3)c(Cc3ccsc3)n2c1	-23	19	-23	-14	-5	6	i	0.3	-5
CCCCN(C(=O)CC1CCCC1)c1c(N)n(CC(C)C)c(=O)[nH]c1=O	0	-17	2	-7	-7	-6	i	-0.8	1
CC(=O)Nc1ccc(-c2nnc(SCC(=O)NCc3ccco3)n2C)cc1	3	4	4	0	-1	-5	i	-0.7	2
O=C(c1cc(F)c(F)cc1Cl)N1CCN(CCc2ccccc2)CC1	0	11	2	4	-3	4	i	-0.5	-1
Cc1cc(C(=O)CSc2nc3ccccc3o2)c(C)n1CC1CCCO1 (configuration not stated)	1	-11	6	-14	-3	8	i	0.3	-6
CC1CCCC(C)N1C(=O)COc1ccc(F)cc1 (configuration not stated)	1	-2	-30	-1	-2	-6	i	-2.3	-1
Cc1ccc(/C=C(\C#N)C(=O)NC(C)C)o1	3	6	2	-10	-17	-2	i	6.1*	2
COc1ccccc1NC(NC(=O)c1cccnc1)C(Cl)(Cl)Cl (configuration not stated)	4	3	-1	-13	-2	4	i	1.8	1
Cc1ccc(C(=O)Nc2cccc3ncccc23)cc1[N+](=O)[O-]	-1	-20	-3	-12	-1	5	i	2.0	0
CCNC(=O)C1(C)CCN(C(=O)c2ccc(C(=O)OC)cc2)C1 (configuration not stated)	2	1	-4	2	-2	-7	i	-0.5	-2
O=C(Nc1ccccc1F)n1ncc2cc(Cl)ccc21	3	0	4	-8	-6	-5	i	0.9	3
COc1ccc(OC)c(N(CCN2C(=O)c3ccccc3C2=O)C(=O)CCl)c1	0	17	-7	2	-4	-8	i	0.3	-23
Cc1cc(C)cc(NC(=S)Nc2ccccn2)c1	0	-3	7	15	-2	8	i	-0.6	3
O=C(NC1CCCC1)C(c1c(F)cccc1Cl)N(C(=O)c1csnn1)C1CC1 (configuration not stated)	-2	-15	11	8	-3	-3	i	-0.5	4
O=C(Nc1ccccc1)Nc1cccc(Cl)c1	4	10	-4	1	-5	13	i	-0.7	-2
CCCCCCSc1ccc(-c2nc3ccc(Cl)cn3c2NC2CCCCC2)cc1	-3	19	-14	-14	-1	22	i	-0.1	-1
CCOc1ccc(N(CC(=O)Nc2ccc(OC)cc2OC)S(=O)(=O)c2c(C)[nH]c(=O)[nH]c2=O)cc1	3	5	-7	6	-8	-3	i	0.0	-2
COc1cc(NS(=O)(=O)c2ccc(NC(=S)Nc3ccccc3)cc2)nc(OC)n1	-1	13	-7	-16	-2	-4	i	0.1	3
CCn1c(SCC(=O)Nc2oc(-c3ccccc3)c(-c3ccccc3)c2C#N)nnc1-c1cc(OC)cc(OC)c1	1	3	-20	5	-4	54*	i	/	2
Cc1ccccc1C(=O)c1ccccc1C(=O)c1ccccc1	1	24	6	4	-2	14	i	0.2	2
Cc1ccccc1N(C(=O)c1snc(C(N)=O)c1N)C(C(=O)NCC1CCCO1)c1ccc(N(C)C)cc1 (configuration not stated)	2	11	18	-5	-2	1	i	1.1	-8
COc1ccc(C#Cc2c(-c3ccsc3)oc3ccc(-c4cc(OC)c(OC)c(OC)c4)cc23)cc1	-2	20	-2	6	-2	32	i	0.7	-1

In another format: 3 of the compounds above
| molecule | Rin1 Abl inh | SKN-1 inh | CendR NRP1 mod | eLon inh | MsrA act | FAS TE block | Neddylation inh | MsrA inhibitor | MT1-MMP act inh |
| --- | --- | --- | --- | --- | --- | --- | --- | --- | --- |
| CCn1c(SCC(=O)Nc2oc(-c3ccccc3)c(-c3ccccc3)c2C#N)nnc1-c1cc(OC)cc(OC)c1 | 1 | 3 | -20 | 5 | -4 | 54* | i | / | 2 |
| COc1ccccc1NC(NC(=O)c1cccnc1)C(Cl)(Cl)Cl (configuration not stated) | 4 | 3 | -1 | -13 | -2 | 4 | i | 1.8 | 1 |
| O=C(Nc1ccccc1F)n1ncc2cc(Cl)ccc21 | 3 | 0 | 4 | -8 | -6 | -5 | i | 0.9 | 3 |

Additional entries follow.
SMILES	Rin1 Abl inh	SKN-1 inh	CendR NRP1 mod	eLon inh	MsrA act	FAS TE block	Neddylation inh	MsrA inhibitor	MT1-MMP act inh
O=C(COc1ccccc1)NC(Cc1c[nH]c2ccccc12)C(=O)O (configuration not stated)	-4	16	-2	-6	-6	-9	i	-0.5	1
CCOc1nc(-c2ccccc2)ccc1-c1noc(-c2cccs2)n1	0	14	-20	4	-2	6	i	0.0	1
Cc1nn(C)c(C)c1NC(=O)CCCSc1nc(-c2ccco2)cc(C(F)(F)F)n1	1	-22	-3	-5	-2	-2	i	1.0	-4
COC(=O)c1c(C)oc2c1cc(NS(=O)(=O)c1cccs1)c1ccccc12	1	10	-11	2	-1	16	i	-1.1	-2
COc1ccc(CCNC(=O)c2cc(S(=O)(=O)N3CCCC3)cn2C)cc1OC	0	-16	1	-2	-3	-4	i	0.1	-4
O=C(COC(=O)CNC(=O)c1ccc(F)cc1)NC1CCCc2ccccc21 (configuration not stated)	-2	20	6	3	-2	-4	i	-0.2	0
COc1ccc(C(=O)OCc2cc3cccc(C)c3[nH]c2=O)cc1	0	-9	18	0	2	-1	i	0.1	-2
O/N=C1\CCCc2ccccc21	2	2	4	-6	-9	-6	i	0.5	0
CCN1CCN(Cc2ccc(NC(=O)c3ccc(C)c(NC(=O)c4nccnc4N)c3)cc2C(F)(F)F)CC1	-1	22	4	5	-5	-6	i	0.5	-7
OCCOCCN1CCN(C2=Nc3ccccc3Sc3ccccc32)CC1	-3&2	-11&3	2&3	-2&-11	-11&-1	-4&-1	i	2.5&-0.6	0&-1
O=C(NCCCN1CCN(C2CCCCC2)CC1)Nc1ccccc1C(F)(F)F	0	-22	2	-12	-12	-8	i	/	4
CC(C)CSc1nc2c(c(=O)[nH]c(=O)n2C)n1CCc1ccccc1	0	-3	2	-6	-4	-4	i	0.1	1
O=C(O)c1ccc2c(c1)ncn2C1CCCCC1	-3	1	-8	-6	-1	-6	i	-1.0	6
O=C(COC(=O)c1ccc(NS(=O)(=O)c2cccs2)cc1O)Nc1ccc(F)cc1	-1	-4	-5	4	-3	2	i	2.2	5
O=C(COC(=O)c1cccc2ccccc12)Nc1ncc(C(F)(F)F)cc1Cl	0	-29	4	-2	-9	15	i	3.1	3
CC[N+](CC)(CC)CCCCOc1ccc2c(c1)C(=O)c1cc(OCCCC[N+](CC)(CC)CC)ccc1-2	-24	9	-3	-1	2	-8	i	-1.1	2
COc1ccc(C2C3=C(OC(C)=O)c4ccccc4C3=Nc3c2c(=O)n(C)c(=O)n3C)cc1 (configuration not stated)	-2	2	-7	-3	-2	-6	i	-1.0	-6
C/C(=N\NC(=O)COc1ccc(C(C)(C)C)cc1)c1ccc2c(c1)OCCO2	-3	-9	5	-2	-2	21	i	-1.6	6
COc1ccc(NC(=O)CCC(=O)Nc2nnc(C3CCCCC3)s2)cc1	-2	23	0	7	-1	-5	i	-0.5	5
COc1cc(CN2CCCCCC2)c([N+](=O)[O-])cc1OC	1	6	12	0	-6	-5	i	-0.1	-2
O=C(c1ccco1)N1CCN(c2nc3ccccc3c(=O)n2-c2ccccc2)CC1	3	-3	0	9	3	-1	i	-0.3	6
COc1ccc(N2CCN(C(c3cccs3)C(C)NS(=O)(=O)c3ccccc3)CC2)cc1 (configuration not stated)	0	4	-9	-7	-10	27	i	1.3	11
CC1(C(=O)NCc2ccccc2)CCC(=O)N1C1CCN(Cc2ccccc2)CC1 (configuration not stated)	/	3	0	-8	-3	-4	i	1.6	1
NC(=O)c1cccc2c(=O)oc3ccccc3c12	-2	14	-5	2	-3	-4	i	0.6	-10
S=C(N/N=C/c1ccc(Br)cc1)N1CCCCC1	1	13	-20	0	-4	6	i	0.7	5

Other results:
SMILES	Rin1 Abl inh	SKN-1 inh	CendR NRP1 mod	eLon inh	MsrA act	FAS TE block	Neddylation inh	MsrA inhibitor	MT1-MMP act inh
O=C(CCC(=O)N1CCOc2ccccc21)N1CCN(c2ccccc2)CC1	3	-5	-10	-4	-4	-1	i	-0.3	3
CC1CCN(S(=O)(=O)c2ccc(NC(=O)C3CCN(C(=O)c4ccco4)CC3)cc2)CC1	5	10	3	-1	-2	-1	i	0.1	-3
O=C(N1CCOCC1)C1(c2ccc(Cl)cc2)CCCC1	-2	-7	6	-12	-1	-5	i	0.4	0
O=C1CSC(c2cccnc2)N1CC1CC1 (configuration not stated)	-1	-6	7	-2	-2	-9	i	-1.2	-3
COc1cccc(C2=NOC(C(=O)Nc3c(C)n(C)n(-c4ccccc4)c3=O)C2)c1 (configuration not stated)	0	-9	-8	-9	-4	-8	i	1.9	6
COc1ccc(N(C(=O)Cn2cnc3ccccc32)C(C(=O)NC2CCCCC2)c2ccccc2)cc1 (configuration not stated)	-2	14	-3	-8	3	33	i	0.9	-4
COc1ccc(N(CC(=O)Nc2cccc(C(C)=O)c2)S(C)(=O)=O)cc1OC	-5	13	5	2	2	-7	i	0.5	7
O=[N+]([O-])c1ccccc1/C=C/C=N/N1CCCCC1	1	9	4	2	-2	5	i	0.3	2
COc1ccc(C(=O)/C=C/Nc2cc(C)on2)cc1	2	7	-2	-2	-5	-4	i	6.6*	1
CCOC(=O)C1(C)CCCN(C(=O)c2cccnc2SC)C1 (configuration not stated)	-1	16	-15	1	-4	-4	i	-0.2	-3
C[C@@H](C(=O)NCC1CCCO1)N1C(=O)N2CCc3c([nH]c4ccccc34)[C@@]2(C)C1=O (some centres not stated)	0	11	0	2	0	-5	i	0.4	2

7 of the entries above in order of the MsrA act value, rising.
Structure	MsrA act
COc1ccc(C(=O)/C=C/Nc2cc(C)on2)cc1	-5
CCOC(=O)C1(C)CCCN(C(=O)c2cccnc2SC)C1 (configuration not stated)	-4
CC1CCN(S(=O)(=O)c2ccc(NC(=O)C3CCN(C(=O)c4ccco4)CC3)cc2)CC1	-2
O=C(N1CCOCC1)C1(c2ccc(Cl)cc2)CCCC1	-1
C[C@@H](C(=O)NCC1CCCO1)N1C(=O)N2CCc3c([nH]c4ccccc34)[C@@]2(C)C1=O (some centres not stated)	0
COc1ccc(N(CC(=O)Nc2cccc(C(C)=O)c2)S(C)(=O)=O)cc1OC	2
COc1ccc(N(C(=O)Cn2cnc3ccccc32)C(C(=O)NC2CCCCC2)c2ccccc2)cc1 (configuration not stated)	3

Looked up above.
`O=C(N1CCOCC1)C1(c2ccc(Cl)cc2)CCCC1` | eLon inh = -12
`COc1ccc(C(=O)/C=C/Nc2cc(C)on2)cc1` | CendR NRP1 mod = -2
`COc1cccc(C2=NOC(C(=O)Nc3c(C)n(C)n(-c4ccccc4)c3=O)C2)c1` (configuration not stated) | CendR NRP1 mod = -8

Compound activity as filed in PubChem.
